# Screening results: PubChem BioAssay, Sanford-Burnham Center for Chemical Genomics
# Hsp70 inhibitors: Hsp70 inhibitors, probe displacement, primary screen, biochemical, fluorescence polarization (AID 583); Heat shock 70 kDa protein 1A (Homo sapiens); hit rate 0.06% among 140,000; Hsp70 fluorescence polarization probe displacement, mP; higher % means a stronger effect; displacement, % at 20 µM, or IC50 in µM where a hit was titrated; in the data active = displacement above about 50%;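 note: plate controls were vehicle for no effect and reference ligand for full effect; a part of the inactive calls stands beside numbers as strong as those of hits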
# Rat MKP-3 inhibitors: MKP-3 phosphatase inhibitors, primary screen, biochemical, rat enzyme, in vitro (AID 425); inhibition, % at 20 µM; hits with a dose series show IC50 in µM; recombinant MKP-3 phosphatase activity, fluorescence; higher % means a stronger effect; Dual specificity protein phosphatase 6 (Rattus norvegicus); hit rate 0.17% among 110,000; in the data active = inhibition above about 50%;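 note: plate controls were vehicle for no effect and reference inhibitor for full effect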
# Starred values were filed as active, the others as inactive; nt = no result given; & = joins results of further samples.
compound	Rat MKP-3 inhibitors	Hsp70 inhibitors
O=C(CN(Cc1ccccc1Cl)C(=O)c1ccc(CN2CCOCC2)o1)NCc1ccccc1	-8%	-10%
CCOc1ccccc1C1CC(=O)Nc2cc3c(cc21)OCO3 (stereo not given)	-6%	5.2%
CCN1CCN(P2(=O)C=C(c3ccccc3)OC(c3ccccc3)=C2)CC1	-16%	1.1%
CCOC(=O)c1cnc2cc(C)nn2c1C	nt	5.6%
O=C1NC(=O)C(CC(=O)N(Cc2ccco2)C2(C(=O)NC3CCCCC3)CCCCC2)N1 (stereo not given)	-8%	0.9%
O=C1c2ccccc2C(=O)N1CCCc1nc(-c2ccncc2)no1	nt	-1.0%
O=C1C(=O)N(CCO)C(c2cccc(F)c2)/C1=C(\O)c1ccccc1 (stereo not given)	3%	3.0%
CCOc1ccccc1NC(=O)/C=C/C(N)=O	nt	-2.9%
COc1ccc(-n2c(-c3ccco3)n[nH]c2=S)cc1	-6%	12%
CCOC(=O)c1cc2ccc(O)cc2oc1=O	2%	3.8%
c1ccc2c(c1)CNc1ccccc1C2	-6%	0.8%
COc1ccccc1OCC(O)Cn1c(Br)nc2c1c(=O)[nH]c(=O)n2C (stereo not given)	-14%	2.2%
CC(C)O/C(=N\S(=O)(=O)c1ccc(Cl)cc1)c1ccccc1	nt	2.8%
CCOC(=O)N1N=C(c2cccc([N+](=O)[O-])c2)CC1(O)C(F)(F)F (stereo not given)	3%	-4.1%
Cc1c(N(C(=O)c2cccc(Cl)c2)C(C)C)c(=O)n(-c2ccccc2)n1C	0%	2.5%
CC1CCN(C(=O)Cn2cc3c(n2)CCCC3)CC1	-6%	3.4%
C=CCNC(=O)NC(=O)COC(=O)COc1ccc(Br)cc1F	-2%	-1.7%
CCOC(=O)CC(=O)Nc1ccccc1C(=O)OCC	0%	-0.6%
O=S(=O)(c1ccccc1Cl)N1CCC(O)(c2ccc3c(c2)OCO3)CC1	-17%	-0.3%
O=C1/C(=C/c2ccccc2)SC(=S)N1c1ccccc1Br	-2%	0.1%
COCCNC(=O)CN(C(=O)CCC(=O)Nc1cc(C)on1)c1cccc(C)c1C	2%	-4.3%
CCOC(=O)COc1ccc(/C=C2\SC(=Nc3cccc(Cl)c3C)NC2=O)cc1OCC	2%	5.0%
O=C(NCCN1CCOCC1)c1cc2ccccc2[nH]1	-8%	-2.8%
CCOC(=O)c1cnc(SCC(=O)NCc2ccco2)nc1N	-10%	-0.2%
NNc1nc2sc3c(c2c(=O)n1Cc1ccccc1)CCC3	1%	-3.8%
COc1cc2nc(NC(=O)c3ccc(Cl)cc3)[nH]c(=O)c2cc1OC	-20%	2.7%
CC(=O)N1CN(Cc2ccccn2)Cc2c1sc1c2CCCC1	4%	6.1%
CSc1ccc(C2Nc3ccccc3NC3=C2C(=O)CC(C)(C)C3)cc1 (stereo not given)	0%	-3.2%
CCOC(=O)c1sc(Nc2ccc(Br)cc2)nc1-c1ccccc1	4%	2.8%
CN(C)S(=O)(=O)c1ccc2nc(NC(=O)c3cccs3)sc2c1	nt	4.4%

compound	Rat MKP-3 inhibitors	Hsp70 inhibitors
O=C(Nc1cccc2ccccc12)c1cnccn1	-8%&7%	-7.3%&-3.4%
CC12CN3CCN(CC(C3)C1(O)CN1CCCCC1)C2 (stereo not given)	-2%	6.4%
CCOc1ccc(NC(=O)CCN2CCCCC2)cc1	-8%	3.4%
CCCCn1c(SCC(=O)Nc2ccc(OC)cc2)nc2ccc(N3CCOCC3)cc2c1=O	7%	-1.8%
C(=C(\c1ccccc1)c1nc2ccccc2[nH]1)/c1ccccc1	3%	-4.4%
Cc1ccc(CNC(=O)Nc2ccccc2)cc1	-10%	3.6%
CC(C)(C)C(=O)Nc1ccccc1N1CCN(C(=O)c2ccc(Cl)cc2)CC1	1%	-3.6%
CCOc1ccc(-n2c(=O)c3c4c(sc3n(CC(=O)NCc3ccco3)c2=O)CCC4)cc1	7%	0.3%
CCOC(=O)CNC(=O)C(CC(C)C)NC(=O)C1CCCCC1 (stereo not given)	nt	-0.6%
O=c1n(Cc2ccccc2Cl)c2cc(N3CCOCC3)c([N+](=O)[O-])cc2n1Cc1ccccc1Cl	-1%	4.6%
COc1ccc(-c2nnc(SC3CCOC3=O)n2C2CCCCC2)cc1OC (stereo not given)	-8%	2.7%
COc1ccc(Br)cc1C(=O)Nc1cccc(C)c1	nt	0.2%
Cc1ccc(-c2ccc(CCC(=O)O)n2-c2cccc(O)c2)cc1	nt	0.8%
CCOc1ccccc1CNC(=O)CCNC(=O)Cn1ccc2ccccc2c1=O	nt	2.0%
Cc1ccc(C(=O)Nc2cccc(-c3nc4ccccc4s3)c2C)cc1C	4%	-4.7%
COc1ccc(NC(=O)CSc2nnc(COc3ccccc3)n2Cc2ccco2)cc1OC	-9%	6.4%
CCC(C)N1CC23C=CC(O2)C(C(=O)OC)C3C1=O (stereo not given)	-4%	nt
O=S(=O)(O)c1nc2ccccc2n1-c1ccccc1	1%	5.3%
CCn1cc(S(=O)(=O)CC(=O)Nc2ccc3c(c2)OCCO3)c2ccccc21	-6%	5.1%
Cc1ccc(CN2C(=O)c3ccccc3C2C(=O)NCC2CCCO2)cc1 (stereo not given)	nt	-0.8%
O=C(CSc1nnc(-c2ccc(OC(F)F)cc2)o1)NC(=O)NCc1ccco1	6%	-1.2%
O=C(N/N=C/c1ccccc1Cl)c1ccc(Cl)cc1O	-3%	-3.5%
CCOc1ccc(N(CC(=O)N2CCOCC2)S(=O)(=O)c2ccccc2)cc1	0%	-0.3%
CCN1CCN(C(=O)c2ccc3c(=O)n(Cc4ccccc4OC)c(=S)[nH]c3c2)CC1	-1%	0.6%
c1ccc(CCc2nn3c(-c4ccncc4)nnc3s2)cc1	4%	-0.2%
COc1cc(C2NC(=O)NC(C)=C2C(=O)NCc2ccccc2)c(Cl)cc1O (stereo not given)	nt	8.1%
CC(C(=O)OCC(=O)Nc1ccc2c(c1)OCO2)N1C(=O)c2ccccc2C1=O (stereo not given)	-6%	6.0%
CCOC(=O)c1[nH]c2c(c1C)C(=O)CC(c1ccco1)C2 (stereo not given)	4%	7.4%
CCP(=O)(CC)c1ccccc1CO	-5%	-0.3%
CC1=C(C)/C(=N\OS(=O)(=O)c2ccccc2)C=CC1=O	nt	5.0%

# Some of the entries so far, with values under each structure:
# The line under a structure holds: Rat MKP-3 inhibitors, Hsp70 inhibitors
Cc1ccc(-c2ccc(CCC(=O)O)n2-c2cccc(O)c2)cc1
 : nt, 0.8%
Cc1ccc(CNC(=O)Nc2ccccc2)cc1
 : -10%, 3.6%
O=C1C(=O)N(CCO)C(c2cccc(F)c2)/C1=C(\O)c1ccccc1 (stereo not given)
 : 3%, 3.0%

# Other results follow.
compound	Rat MKP-3 inhibitors	Hsp70 inhibitors
CC1=C(C(=O)OCc2ccc3c(c2)OCO3)C(c2ccc(N(C)C)cc2)NC(=O)N1 (stereo not given)	1%	3.3%
O=C(O)c1cccc(COc2ccccc2Cl)c1	-9%	1.7%
CCOC(=O)c1ccccc1NC(=O)c1cccnc1	-5%	4.6%
COc1ccc(N/C(C)=C2/C(=O)C(=O)N(CCO)C2c2ccc([N+](=O)[O-])cc2)cc1 (stereo not given)	nt	-5.0%
O=C(c1ccc(Br)o1)N(Cc1ccccc1)c1ccccn1	-6%	-2.1%
CCn1c(SCC(=O)c2[nH]c(C)c(C(C)=O)c2C)nnc1-c1ccncc1	-5%	9.4%
COCCn1c(=S)[nH]c2cc(C(=O)NCCc3ccc(OC)c(OC)c3)ccc2c1=O	nt	-3.8%
CCN(CC)S(=O)(=O)c1ccc(OC)c(OC)c1	-1%	3.8%
Cc1cccc2c1N1C(=O)c3c(C(=O)O)cccc3C1CC2C (stereo not given)	nt	-0.8%
COC(=O)CCCc1nc2ccccc2s1	nt	3.8%
Cc1cc(O)c(C(C)C)cc1N1C(=O)c2ccc3c4c(ccc(c24)C1=O)CC3	0%	-1.3%
COc1ccc(C(C)=O)cc1CSc1nc2ccccc2o1	-22%	1.4%
Cc1cc(C)n2nc(C(=O)OCC(=O)Nc3ccc4c(c3)OC(F)(F)O4)nc2n1	nt	3.3%
CCOC(=O)c1c(NC(C)=O)sc2c(O)c(CN3CCN(CC)CC3)ccc12	2%	-0.2%
O=C(/C=C/c1ccccc1)CC(=O)C(Cl)(Cl)Cl	3%	1.9%
CNc1nc(C)c(C#N)cc1C(C)=O	11%	2.2%
Cc1cccc(NC(=O)C2CC(=O)OC23CCCC3)c1 (stereo not given)	nt	3.3%
CSc1ccc(C2Nc3ccccc3NC3=C2C(=O)CC(c2ccccc2)C3)cc1 (stereo not given)	-6%	2.1%
Cc1ccc(C(=O)Cn2ncsc2=N)cc1	nt	1.6%
COc1cc2c(cc1OC)-c1cc(NC3CC3)nc(=O)n1CC2	-9%	2.5%
CNCC(O)Cn1c(C(F)(F)F)nc2ccccc21 (stereo not given)	nt	5.3%
O=C(CSc1nnc(Cn2c(=O)sc3ccccc32)n1-c1ccccc1)NCc1ccco1	-2%	-1.8%
CCCCN(C(=O)NC(=O)Nc1cc(C)ccc1C)S(C)(=O)=O	2%	0.8%
O=C1S/C(=C\c2ccccc2)C(=O)N1Cc1ccccc1	0%	-1.3%
CCn1c(SCC(=O)Nc2nc(C)c(C(=O)OC)s2)nnc1C(C)C	-8%	2.2%
CC1=C(C(=O)OC(C)C)C(c2ccc(Cl)cc2)C2=C(CCCC2=O)N1 (stereo not given)	1%	-5.0%
CCOc1ccc(CCN2C(=O)CCC2(C)C(=O)NC(C)CC)cc1OCC (stereo not given)	-6%	-2.9%
COC(=O)c1c(N)sc(C)c1-c1ccccc1	1%	0.0%
COCCOC(=O)c1ccc(NC(=O)COc2cccc(C)c2C)cc1	3%	-1.3%
CCOC(=O)N1CCN(CC(O)COC2CC(C)CC(C)(C)C2)CC1 (stereo not given)	0%	0.8%

compound	Rat MKP-3 inhibitors	Hsp70 inhibitors
Cc1ccc(-c2nc3ncccc3o2)cc1NC(=O)c1ccc2ccccc2c1	22%	2.0%
CCNC(=O)NC(=O)CSc1nc2ccccc2n1CC(C)C	nt	-0.1%
CCOC(=O)Cc1csc(NC(=O)c2cccc(N3C(=O)CCC3=O)c2)n1	-6%	-2.0%
COc1ccc(NC(=O)C(NC(=O)c2ccccc2)C(C)C)cc1 (stereo not given)	nt	-1.3%
O=C1CC(c2ccccc2)CC2=C1C(c1cccc(Br)c1)Nc1ccccc1N2 (stereo not given)	8%	-3.9%
C=CCSc1nc2ccccc2c2nc(-c3ccccc3)nn12	nt	1.5%
CCOC(=O)c1c(-c2ccc(C)o2)csc1NC(=O)CSc1nnnn1-c1ccccc1	-12%	0.6%
CCOC(=O)c1cc(-c2ccc(Br)cc2)nc2ccccc12	4%	1.2%
CC(C)CC(C(=O)NC1CCCC1)N(Cc1cccs1)C(=O)c1snc(C(N)=O)c1N (stereo not given)	nt	-3.2%
CC1(C)Cc2c(ccc3ccccc23)C(NNC(=O)c2cccnc2)=N1	nt	6.4%
COc1cccc(OC)c1C(=O)ON1C(=O)c2ccccc2C1=O	0%	6.7%
CC(O)CNc1ncnc2nc[nH]c12 (stereo not given)	1%	-2.5%
COc1cccc(C(=O)Nc2ccc(F)c(F)c2F)c1	nt	-2.2%
O=C(CC(O)(c1ccccc1)C(F)(F)F)c1cccs1 (stereo not given)	nt	-3.4%
O=C(/C=C/c1cccc([N+](=O)[O-])c1)NCCN1CCOCC1	4%	3.1%
CC(C)c1ccc(/C=C/C(=O)N2CCN(c3ccc(F)cc3)CC2)cc1	0%	3.0%
CCc1ccc(NC(=O)c2ccccc2C(F)(F)F)cc1	0%	5.1%
CCOC(=O)C1=C(O)/C(=C\c2ccc(OC)cc2)N=C1C	-2%	0.6%
Cc1c(NC(=O)/C=C/c2cn(-c3ccccc3)nc2-c2ccccc2)c(=O)n(-c2ccccc2)n1C	4%	0.2%
Cc1ccccc1-c1nc(CN2CCCC(C(=O)NCCCN3CCOCC3)C2)c(C)o1 (stereo not given)	0%	1.3%
O=c1[nH]c(/C=C/c2ccc3c(c2)OCO3)nc2ccccc12	4%	1.9%
O=C(c1cccc(Cl)c1)N1CCN(C(=O)c2ccco2)CC1	-6%	-5.1%
O=C(Nc1cccnc1)c1cnn2c(C(F)F)cc(C3CC3)nc12	14%	0.9%
COCCn1c(=O)c2cc3c(=O)n(CCOC)c(=O)c3cc2c1=O	nt	-5.1%

# Five of the compounds above, with two lines to a compound:
# Values run as follows: Rat MKP-3 inhibitors	Hsp70 inhibitors
CCOC(=O)c1cc(-c2ccc(Br)cc2)nc2ccccc12
    4%	1.2%
CC(C)CC(C(=O)NC1CCCC1)N(Cc1cccs1)C(=O)c1snc(C(N)=O)c1N (stereo not given)
    nt	-3.2%
CC1(C)Cc2c(ccc3ccccc23)C(NNC(=O)c2cccnc2)=N1
    nt	6.4%
COc1cccc(OC)c1C(=O)ON1C(=O)c2ccccc2C1=O
    0%	6.7%
CC(O)CNc1ncnc2nc[nH]c12 (stereo not given)
    1%	-2.5%

# An excerpt (hit frequency here may not be typical).
